From PubChem BioAssay
NPR1 activator – GC-A stimulated cGMP production enhancers – HEK293 GC-A cells, cGMP TR-FRET, EC30 ANP, primary screen; Atrial natriuretic peptide receptor 1 (Homo sapiens), P16066; 0% at EC30 ANP, 100% saturating ANP; activation, % at 10 µM; 370,000 compounds, 0.14% hits; in the data active means activation above about 40%
GAA850 FXN act – FXN promoter activators, primary screen, cell-based, luciferase luminescence, HEK293 lucGAA850; HEK293 lucGAA850 FXN promoter luciferase reporter, 24 h; percent of 10 µM SAHA response; activation, % at 6 µM; 360,000 compounds, 0.56% hits;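 active means activation above the average of all compounds screened plus 3 SD, cutoff fixed separately per campaign, cut at about 7.5% in these data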;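 further: 0% = DMSO wells and 100% = 10 µM SAHA wells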
ssDAF-12 act – S. stercoralis DAF-12 nuclear receptor activators, primary screen, cell-based, luminescence, HEK293, GRIP1 co-expression, lit1-tk-luc; Nuclear hormone receptor DAF-12 (Strongyloides stercoralis); HEK293 ssDAF-12/GRIP1 lit1-tk-luc reporter; % of 3 µM dafachronic acid response; activation, % at 6.8 µM; 370,000 compounds, 1% hits;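 active means activation above the mean over all tested compounds plus 3 SD, cut at about 0.9% in these data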;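 further: 0% = DMSO-only wells and 100% = 3 µM delta7-dafachronic acid wells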
ADAM17 inh – ADAM17 inhibitors, primary screen, biochemical, QFRET. AID 720648, 2013. inhibition, % at 6.95 µM. 370,000 compounds, 0.83% hits. recombinant ADAM17, EDANS/DABCYL FRET peptide cleavage. Disintegrin and metalloproteinase domain-containing protein 17 (Homo sapiens), P78536;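 active means inhibition above the mean of compounds lying between control limits plus 3 SD, set per campaign, cut at about 8.5% in these data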;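 further: 0% = DMSO-only wells as the low control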
Target sequence (P78536 215-824 limits assumed): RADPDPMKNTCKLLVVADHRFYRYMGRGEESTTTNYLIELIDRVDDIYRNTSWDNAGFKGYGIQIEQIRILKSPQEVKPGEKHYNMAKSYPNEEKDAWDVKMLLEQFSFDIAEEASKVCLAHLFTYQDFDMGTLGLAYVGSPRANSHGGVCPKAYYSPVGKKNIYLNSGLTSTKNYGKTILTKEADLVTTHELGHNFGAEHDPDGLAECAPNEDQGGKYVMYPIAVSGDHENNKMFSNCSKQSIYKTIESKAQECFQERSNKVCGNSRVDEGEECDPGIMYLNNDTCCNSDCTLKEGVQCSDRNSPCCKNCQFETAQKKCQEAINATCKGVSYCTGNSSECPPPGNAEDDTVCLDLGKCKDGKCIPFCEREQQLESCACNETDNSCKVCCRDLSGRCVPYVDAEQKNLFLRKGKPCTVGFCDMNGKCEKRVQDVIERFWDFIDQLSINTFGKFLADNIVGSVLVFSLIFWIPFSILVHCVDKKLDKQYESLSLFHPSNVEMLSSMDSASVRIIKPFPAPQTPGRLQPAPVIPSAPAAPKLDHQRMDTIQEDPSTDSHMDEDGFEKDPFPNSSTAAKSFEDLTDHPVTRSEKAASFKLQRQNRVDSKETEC
ADAM10 inh – human ADAM10 inhibitors, primary screen, biochemical, QFRET, HTS; Disintegrin and metalloproteinase domain-containing protein 10 (Homo sapiens), O14672; recombinant ADAM10, EDANS/DABCYL FRET peptide cleavage, 3 h; inhibition, % at 7 µM; 370,000 compounds, 0.62% hits; AID 720582, 2013;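 active means inhibition above a per-campaign cutoff equal to the mean of compounds falling between control-based bounds plus 3 SD, cut at about 20% in these data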;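 further: 0% = DMSO wells while the 100% control is not disclosed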
PG9 Ab binder – binders of HIV-1 gp120 antibody PG9, primary screen, biochemical, TR-FRET; HIV-1 gp120 / PG9 antibody interaction; TR-FRET gp120-PG9 antibody binding; inhibition, % at 6.7 µM; 360,000 compounds, 0.43% hits; in the data active means inhibition above about 8.5%
DAX1 inh-1 – DAX1 (NR0B1) inhibitors, primary screen, cell-based, HEK293, Gal4-DAX1, luciferase luminescence. AID 504766, 2011. HEK293 Gal4-DAX1 luciferase reporter. inhibition, % at 6.75 µM. Nuclear receptor subfamily 0 group B member 1 (Homo sapiens), P51843. 340,000 compounds, 0.99% hits;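 active means inhibition above the mean over all tested compounds plus 3 SD, cut at about 4.2% in these data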;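 further: 0% = DAX1-transfected cells with DMSO and 100% = empty-vector control cells with DMSO; inhibition shows as a rise in luminescence from relieved DAX1 repression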
Target sequence (P51843 207-470 limits assumed): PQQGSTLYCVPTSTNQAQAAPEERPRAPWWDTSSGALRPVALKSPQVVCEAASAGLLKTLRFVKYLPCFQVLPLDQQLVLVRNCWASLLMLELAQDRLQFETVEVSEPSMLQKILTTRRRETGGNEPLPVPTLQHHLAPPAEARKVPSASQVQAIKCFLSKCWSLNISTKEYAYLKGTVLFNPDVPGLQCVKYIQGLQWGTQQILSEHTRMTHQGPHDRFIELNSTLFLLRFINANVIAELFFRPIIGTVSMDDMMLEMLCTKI
hcDAF-12 act – H. contortus DAF-12 nuclear receptor activators, primary screen, cell-based, luminescence, HEK293, lit1-tk-luc reporter; activation, % at 6.8 µM; 370,000 compounds, 1.4% hits; HEK293 hcDAF-12 lit1-tk-luc reporter; 0% DMSO, 100% Δ7-dafachronic acid;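 active means activation above the mean of all tested compounds plus 3 SD, cut at about 5.5% in these data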;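 further: 100% = response to 3 µM Δ7-dafachronic acid high control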
SMARCA2 act – SMARCA2 (BRM) function activators, primary screen, cell-based, luminescence, high throughput | activation, % at 9.1 µM | 370,000 compounds, 1% hits | MG213 cells, MMTV-luciferase reporter, dexamethasone, overnight; in the data active means activation above about 7.8%;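 further: 0% = vehicle wells and 100% = reference activator wells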
hgDAF12 agonist – H. glycines DAF-12 receptor agonists, primary screen, cell-based, luminescence, HEK293, GAL4 fusion, UAS-luciferase. Nuclear hormone receptor DAF-12 (Heterodera glycines), GAL4 fusion. HEK293 GAL4-hgDAF12 UAS-luciferase reporter, agonist luminescence; normalized to butyrate control. activation, % at 6.8 µM. 370,000 compounds, 1.8% hits. AID 687014, 2013;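 active means activation above a cutoff set at the mean of all screened compounds plus 3 SD, cut at about 10% in these data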;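 further: 0% = DMSO wells and 100% = sodium butyrate wells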
DAX1 inh-2 – DAX1 (NR0B1) inhibitors on StAR promoter, primary screen, cell-based, luminescence, SF-1 (NR5A1), full-length DAX-1. HEK293T StAR-luciferase reporter, SF-1/DAX-1 repression relief. inhibition, % at 6.8 µM. 370,000 compounds, 1.1% hits. AID 652010, 2013;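 active means inhibition above the mean over all tested compounds plus 3 SD, cut at about 3.6% in these data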;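 further: 0% = DAX-1 cells with DMSO and 100% = cells lacking DAX-1 with DMSO; higher inhibition means more luminescence from relief of DAX-1 repression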
Numbers without * were called inactive; i = inactive; · = no result given.

Order of results: PG9 Ab binder, DAX1 inh-2, GAA850 FXN act, ADAM17 inh, hcDAF-12 act, SMARCA2 act, ssDAF-12 act, DAX1 inh-1, ADAM10 inh, hgDAF12 agonist, NPR1 activator
- CCCCCC(=O)Nc1cccc(C2=NOC3(C2)C[C@@H](C(N)=O)N(C(=O)c2ccc(Cl)cc2)C3)c1 (some centres not stated)
  0.5, -0.6, -0.3, -2, -2.9, -2, -1.7, 0.0, 8, -1.1, -1
- CC(C)CNC(=O)N1c2ccccc2Sc2ccccc21
  -0.3, 0.3, 0.7, 1, 0.1, -5, -1.6, 0.1, 9, 0.5, -13
- COc1cc(OC)cc(C(=O)NCC(=O)OCC(=O)c2cc(OC)ccc2OC)c1
  3.2, 1.1, 1.2, -4, -0.7, 0, -1.3, -1.0, -8, -0.1, -4
- COc1cccc(N2CCN(C(=O)c3cc4c(s3)-c3ccccc3OC4)CC2)c1
  -1.4, -0.9, 0.1, -75, -1.2, 0, -0.9, -0.8, -253, -0.8, 3
- Cc1ccccc1OC(C)C(=O)Nc1ccc2c(c1)OCO2 (configuration not stated)
  -1.1, -1.4, 0.4, 0, 2.2, -2, -1.5, 0.1, -8, 1.7, 1
- CC(=O)Nc1ccc(S(=O)(=O)N(C)C2CCN(C)CC2)cc1
  1.1, -0.2, 0.9, 0, -1.0, -3, -1.2, 1.4, 2, -2.2, -1
- COc1ccc(CCc2cc(OC)c(OC)c(OC)c2)cc1
  1.2, -0.8, -1.6, 0, 0.4, -1, -0.1, 0.8, -10, -2.3, -1
- CC(C)(C)NC(=O)COC(=O)c1ccccc1C(=O)c1ccccc1
  -1.9, -0.6, -2.5, 2, -1.1, 0, -0.7, -0.5, 4, -1.8, 3
- CCOC(=O)C1CCCN(c2c(N3CCN(c4ccccn4)CC3)c(=O)c2=O)C1 (configuration not stated)
  0.3, 0.4, 1.7, -1, -1.0, 2, -0.9, 0.2, 4, 3.8, -2
- O=C(O)c1cccc2c1C(=O)c1cc(Br)ccc1S2(=O)=O
  -2.0, -0.3, -1.6, -1, -1.1, 1, -1.3, 1.7, 3, -1.8, 3
- FC(F)(F)c1nnc2ccc(N3CCCCCC3)nn12
  -1.9, -0.2, -1.1, -1, -2.5, -1, -1.5, 0.8, 12, -1.7, 2
- Cc1ccc(Cn2ccsc2=NC(=O)COC(=O)c2ccc(O)cc2O)cc1
  0.4, 0.4, 4.5, -1, -0.2, -1, -0.7, 0.9, -1, -1.9, 3
- COc1ccc(NC(=S)NC(=O)c2cc3ccccc3o2)c(OC)c1
  -0.5, 1.1, 0.1, -4, -0.5, -1, -0.1, 0.8, -4, -0.1, 2
- O=C(Cc1ccc(Cl)cc1)NCCCNC(=O)c1cccnc1
  0.1, -0.1, 1.5, -7, 4.4, 0, -0.4, -1.4, 0, 2.8, 8
- COc1ccc(CCN(C(=O)C(F)(F)F)C(C(=O)NC2CCCCC2)c2cccs2)cc1 (configuration not stated)
  -2.7, 0.2, 1.3, 3, -1.6, 0, -1.7, -1.2, 8, 1.5, -13
- Oc1ccccc1CN1CCCN(Cc2ccccc2O)C1
  0.2, 0.7, -2.1, -7, 4.2, 1, -1.2, 0.3, -5, -0.8, -7
- O=C(CN1CCN(S(=O)(=O)c2ccc(F)c(Cl)c2)CC1)N1CCOCC1
  0.5, -1.3, -0.1, -6, -0.7, 1, 0.3, 0.4, -10, -2.0, -3
- O=C(NCC1CCCO1)C1c2ccccc2Oc2ccccc21 (configuration not stated)
  -2.2, 0.4, 0.6, -1, -1.1, -1, -1.2, 0.8, -2, -0.1, -2
- COc1ccc(N2C(=O)C(CC(=O)Nc3ccc(F)cc3)N(CCc3ccc(OC)c(OC)c3)C2=O)cc1 (configuration not stated)
  -2.7, -0.2, 0.8, -1, -2.0, 1, -2.2, -1.6, 3, -2.7, 2
- CC(C)CCN1CCN(CC#Cc2ccccc2)CC1CCO (configuration not stated)
  -0.1, 0.6, 2.4, -2, -1.4, 0, 0.1, -0.2, 5, -1.5, 1
- O=C(Nc1cc(Cl)ccc1Cl)c1ccc(OC(=O)c2ccco2)cc1
  0.7, -1.2, 1.9, -2, 1.5, -2, -1.7, 0.2, -3, 0.6, -3
- COc1ccc(N2CCN(CCNS(=O)(=O)c3ccc(C)cc3)CC2)cc1
  -0.5, -0.4, 1.8, 3, -1.2, -3, -1.5, 0.4, 86*, -0.5, 3
- COc1ccc(CNC(=O)CNC(=O)CNS(=O)(=O)c2ccc(C)c(C)c2)cc1
  -3.2, -0.3, 0.3, -2, 0.2, 2, 0.9*, 0.9, 2, 2.6, 1
- Cc1ccc(NC(=O)COC(=O)c2cc(=O)c3ccccc3o2)c(Br)c1
  -0.1, -2.9, -0.5, -6, -1.1, 2, -0.2, -1.0, -8, 2.5, 0
- O=C(NC1CCCCN(Cc2cccc(C(F)(F)F)c2)C1=O)c1cccc(C(F)(F)F)c1 (configuration not stated)
  ·, -1.0, ·, -7, -2.5, -2, -1.1, ·, -10, -1.7, -1
- O=C(COc1ccccc1Cl)Nc1cnn(Cc2ccccc2)c1
  -1.1, -0.6, -3.0, 9.4*, -2.8, -1, -1.5, -0.1, 15, -0.5, 0
- COc1ccc(C2Nc3ccccc3C(=O)N2c2ccccc2)cc1COc1ccccn1 (configuration not stated)
  -2.6, 0.6, 0.2, -197, -1.2, 1, -1.3, 2.2, i, 3.0, -4
- COc1ccc(Oc2ccc(C(F)(F)F)cc2N)cc1
  1.6, -0.4, 1.5, 3, 2.6, 5, -1.3, 0.0, 3, 8.1, 1
- COc1cc(C)ccc1S(=O)(=O)N1CCCCCC1
  0.1, -0.1, 1.0, -3, 0.5, 0, -0.6, 0.8, -1, -2.6, -1
- O=C(COc1cccc([N+](=O)[O-])c1)N/N=C/c1ccco1
  -0.7, 0.0, 1.4, -3, 1.2, 1, -1.9, -0.2, 0, -0.2, 6
- Cc1c(C(=O)N2CCc3ccccc3C2)sc2nc(-c3ccccc3)cn12
  -0.6, 0.2, 2.0, -1, -1.3, 0, -0.8, -0.9, 4, 1.0, 8
- C=CCNC(=S)/N=c1/ccccn1Cc1ccccc1
  -0.3, -0.6, 0.5, -8, -2.2, 0, -1.0, -0.1, -13, -1.5, -3
- O=C(NOC(=O)c1cc(Br)ccc1Cl)c1cccs1
  -0.3, -0.5, 0.8, -2, -1.8, -1, -0.9, 1.2, 7, 2.8, 1
- COc1ccccc1OCCOc1ccc(/C=N/n2cnnc2)cc1
  -1.4, -0.2, 0.9, 1, -0.7, -5, -1.1, 0.6, -1, -0.4, 1
- Cc1ccc(NC(=O)c2ccc([N+](=O)[O-])cc2Cl)nc1
  -3.4, 2.1, 4.7, -1, 0.3, 9.1*, -1.4, -0.5, -4, 11*, 2
- COc1cccc(Cn2c(Oc3cccc(C)c3)nc3c2c(=O)n(C)c(=O)n3C)c1
  0.2, 0.4, 0.4, 2, 0.6, 1, -0.9, 1.5, 4, 0.1, -2
- CC1CCc2c(nc3sc4c(c3c2N)CCCC4)C1 (configuration not stated)
  0.0, 1.6, 3.2, -3, 7.1*, 3, -0.4, 1.3, -6, 21*, 9
- Cc1ccc(NC(=O)C2CCN(S(=O)(=O)c3ccc(N4CCCC4=O)cc3)CC2)cc1Cl
  -0.4, -1.8, -3.4, 7, -7.0, -6, -2.5, -1.5, 16, -8.6, -23
- Oc1ccc2ccccc2c1CN1CC2CCC(CC2)C1
  -1.3, 0.6, 0.3, -21, 2.8, -1, -0.2, -0.1, -65, 2.0, -6
- Cc1ccc(S(=O)(=O)/N=S(\C)CC2CC2(Cl)Cl)cc1 (configuration not stated)
  -0.8, -0.6, -0.9, -1, -1.4, -3, -1.1, -1.6, 0, -1.4, 2
- CCOC(=O)C1=C(C)C(c2ccc(OC)cc2)NC(=S)N1 (configuration not stated)
  -0.1, 0.1, -0.8, -7, -1.5, -4, -1.1, -0.6, -2, -1.7, 3
- COC(=O)c1sc(C(C)(C)C)cc1CSc1ccccc1
  0.8, 0.3, 0.9, 2, -1.7, -6, -1.6, 2.7, -9, -2.4, -10
- COC(=O)C1c2ccccc2-c2ccccc21
  -1.9, -0.7, 4.5, -1, 1.3, 5, -1.4, 0.7, 5, -1.8, -6
- Nc1nc(SCc2ccccc2Cl)nc2nc3c(cc12)CCCC3
  3.2, 0.0, 4.2, -16, -1.0, -3, -1.6, -1.3, -34, -0.5, 6
- COc1ccc(C)cc1S(=O)(=O)NNc1nc(C)cc(C)n1
  0.4, -1.3, -0.3, -2, 0.5, -3, -0.9, 0.9, -7, -6.6, 1
- O=C(O)c1oc2ccccc2c1-n1cccc1
  -0.8, -0.4, 0.6, 0, 1.2, -1, -1.1, 0.5, 1, -0.5, 4
- COc1ccc(F)cc1C(=O)C1CCCN(Cc2cn(C)c3ccccc23)C1 (configuration not stated)
  0.2, -0.1, -3.6, -8, -0.2, -6, -1.0, 0.3, -13, 0.7, -9
- O=C(CSc1nc2ccccc2c(=O)n1-c1ccccc1)N1CCCc2ccccc21
  -1.5, -0.9, 5.4, -1, -3.8, -2, -0.7, -0.9, 5, -3.5, -14
- CCCCn1c(N)c(N(C(=O)CSc2nnnn2-c2ccccc2C)C2CCCC2)c(=O)[nH]c1=O
  0.1, 0.4, -1.7, -1, -0.3, 0, -0.8, -1.2, 0, 0.9, -1
- COC(=O)c1cc(OC)c(OC)cc1NC(=S)N1CCN(Cc2ccccc2)CC1
  -0.1, 1.0, -0.4, -3, -0.5, 0, -1.7, 0.6, -8, 1.0, 4
- Clc1ncn(CCOc2ccccc2)c1Cl
  -0.7, 0.4, 2.6, -2, -0.9, -3, -0.9, -0.2, -4, 4.3, -6
- CCN(CC)C(=O)Cn1cc(C(=O)C(=O)NCCCn2ccnc2)c2ccccc21
  0.0, 1.2, -0.4, -1, -0.3, 2, -0.7, 1.7, -1, -2.5, 3
- Cc1nc2cc(Cl)ccc2n1-c1ccccc1
  -0.3, -0.3, 1.8, -1, -2.9, 1, -0.8, 0.6, -6, -0.4, -2
- O=C(COC(=O)Cc1c[nH]c2ccccc12)NC1CCCCC1
  -3.4, 0.0, 0.7, -1, 3.9, 3, 0.0, 1.1, -11, 1.1, -1
- Cc1nn(-c2ccccc2)c2[nH]c(C(F)(F)F)cc(=O)c12
  -0.4, -0.4, -0.9, -26, -0.7, -6, -1.0, -0.8, -72, 0.5, 2
- Cn1c(=O)cc(N2CCCCC2)[nH]c1=O
  0.3, 0.3, 0.7, -3, 1.6, 0, -1.3, 0.9, -16, -2.1, 2
